RAD54 branch: blocks human RAD54 Holliday junction branch migration; FAM/BHQ fluorescence; inhibition, % at 10.4 µM; 0.14% of 360,000 active; AID 602329;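 active = mean normalized replicate activity at least 40 and at least half of replicates scoring 40 or more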;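 note: 0% = median of neutral control wells and 100% = median of positive control wells; inhibitors cause a drop in the FAM fluorescence signal; in these data hits start at about 50%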
Target sequence (Q92698 whole entry, looked up): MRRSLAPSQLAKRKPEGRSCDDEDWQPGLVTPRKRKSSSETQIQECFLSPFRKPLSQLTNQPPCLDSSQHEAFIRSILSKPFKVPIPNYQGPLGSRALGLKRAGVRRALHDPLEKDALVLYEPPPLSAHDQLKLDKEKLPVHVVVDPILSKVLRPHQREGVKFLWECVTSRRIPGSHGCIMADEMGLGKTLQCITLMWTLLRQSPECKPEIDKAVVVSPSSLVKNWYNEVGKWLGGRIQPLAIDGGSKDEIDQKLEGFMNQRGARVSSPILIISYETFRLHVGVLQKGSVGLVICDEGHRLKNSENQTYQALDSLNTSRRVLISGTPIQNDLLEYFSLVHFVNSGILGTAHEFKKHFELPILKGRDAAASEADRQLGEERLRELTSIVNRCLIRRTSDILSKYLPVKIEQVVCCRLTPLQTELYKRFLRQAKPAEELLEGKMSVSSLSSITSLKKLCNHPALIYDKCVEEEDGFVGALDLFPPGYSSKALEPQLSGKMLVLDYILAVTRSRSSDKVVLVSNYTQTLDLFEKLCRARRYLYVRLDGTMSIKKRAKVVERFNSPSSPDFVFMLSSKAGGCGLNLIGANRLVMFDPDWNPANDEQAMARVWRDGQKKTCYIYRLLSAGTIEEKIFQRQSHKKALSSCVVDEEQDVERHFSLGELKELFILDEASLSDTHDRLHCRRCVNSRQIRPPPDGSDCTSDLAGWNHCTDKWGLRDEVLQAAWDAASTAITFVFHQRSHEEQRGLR
Starred values were filed as active, the others as inactive. The list is partial; the hit share may differ from the screen's.

Cc1nn(Cc2ccc(Cl)cc2)c(C)c1NC(=O)C1CC=CCC1C(=O)O (configuration not stated) was read as RAD54 branch -7.4.
Screening O=CN1Cc2[nH]c3ccccc3c2N(c2ccc(Cl)cc2)C1=O returned RAD54 branch -2.4.
For COc1ccc(CN(CCCN2CCOCC2)C(=O)Nc2cccc(Cl)c2)cc1OC the results were RAD54 branch -15.3.
O=C(Nc1ccc(NC(=O)C23CC4CC(CC(C4)C2)C3)cn1)c1ccco1 was read as RAD54 branch 4.2.
`CCc1nccn1S(=O)(=O)c1cc(Br)ccc1OC` gave RAD54 branch 1.4.
N#CC1=C(N)C(C#N)(C#N)C2(C(=O)Nc3ccccc32)C2CCCC=C12 (configuration not stated) was read as RAD54 branch 1.1.
For CCOC(=O)c1sc(NC(=O)COC(=O)c2ccco2)nc1C the results were RAD54 branch 4.4.
Screening Brc1ccc(OCc2nc(-c3ccccn3)n[nH]2)cc1 returned RAD54 branch -11.5.
O=c1[nH]cnc2c1oc1ccccc12 was read as RAD54 branch 5.6.
For Cc1sc2nc(C3CC3)nc(N3CCN(S(=O)(=O)c4ccc(F)cc4)CC3)c2c1C the results were RAD54 branch -3.6.
`CCCCNC(=O)c1cnc2n(c1=O)CCS2` gave RAD54 branch 2.4.
`O=C(O)c1ccc(C(=O)O)c(C(=O)c2ccccc2)c1` gave RAD54 branch 0.3.
`COCCCNC(=O)c1c(N)n(-c2ccc3c(c2)OCO3)c2nc3ccccc3nc12` gave RAD54 branch -2.6.
Screening COc1ccc(OC(C)C(=O)N2CCC(C)CC2)cc1 (configuration not stated) returned RAD54 branch -9.0.
Screening COc1ccc(C2NC(=O)NC(C)=C2C(=O)Nc2cc(C)ccc2C)cc1OC (configuration not stated) returned RAD54 branch 0.0.
Screening CC(C)CC(OC(=O)c1nsc(Cl)c1Cl)C(=O)NCc1cccs1 (configuration not stated) returned RAD54 branch -2.6.
Cc1ccc(S(=O)(=O)N(CC(=O)N2CCC(C(N)=O)CC2)c2cccc(C(F)(F)F)c2)cc1 was read as RAD54 branch -9.1.
Screening CC(=O)NCCn1c(SCc2ccc(C)cc2C)nc2ccccc2c1=O returned RAD54 branch -0.1.
Screening Clc1ccc2[nH]c3c(NCCN4CCOCC4)ncnc3c2c1 returned RAD54 branch 24.9.
For Cc1noc(C)c1COc1ccc(C(=O)OCC(=O)c2ccc3c(c2)OCCO3)cc1 the results were RAD54 branch 0.1.
For O=C(OCC(=O)N1CCN(C(=O)c2ccco2)CC1)c1ccccc1C(=O)c1ccc(Cl)cc1 the results were RAD54 branch -2.5.
Screening C1CN(CC23CC4CC(CC(C4)C2)C3)CCO1 returned RAD54 branch 0.2.
`COC(=O)[C@H](C)NC(=O)NC1CCN(Cc2ccccc2)CC1` gave RAD54 branch -11.2.
`NC1=NC2(CCCCC2)N=C(Nc2ccc(F)cc2F)N1` gave RAD54 branch 2.6.
For CCOC(=O)C(C(=O)OCC)C1CS(=O)(=O)CC1C(C(=O)OCC)C(=O)OCC (configuration not stated) the results were RAD54 branch -0.9.
For CCOC(=O)N1CCC(NC(=O)C2CCN(C(=O)N3CCOc4ccccc43)CC2)CC1 the results were RAD54 branch -0.7.
For CC1(C)CC(=O)C2=C(C1)N(CCN1CCOCC1)C1=C(C(=O)CC(C)(C)C1)C2c1cccc(Cl)c1 the results were RAD54 branch 7.8.
O=C1CC(C(=O)NCc2ccccc2)C2(CCCC2)O1 (configuration not stated) was read as RAD54 branch 7.6.
`O=C(CSc1nnc(Cc2cccs2)n1Cc1ccco1)Nc1ccc(Cl)cc1Cl` gave RAD54 branch 0.4.
O=C(Cc1ccc(Cl)cc1)NCCN1CCCC1 was read as RAD54 branch -5.3.
CCOC(=O)c1sc(=S)n(CC)c1NC(=O)C1CC1 was read as RAD54 branch -7.0.
O=C(NCc1cccs1)C1CCN(c2nccs2)CC1 was read as RAD54 branch 13.0.
`Cc1sc(NC(=O)CCCC(=O)O)c(C#N)c1C` gave RAD54 branch 1.5.
For O=C(N1CCCCCC1)N1CCN(C(=O)N2CCCCC2)CC1 the results were RAD54 branch -12.9.
Screening O=C(Nc1nnc(CCc2ccccc2)s1)c1cccs1 returned RAD54 branch -7.8.
For COC(=O)c1ccc(Cn2c(C)cc(C)[n+]2C)o1 the results were RAD54 branch -0.2.
COc1ccc(NC(=O)CCN2CCCC2)c(OC)c1 was read as RAD54 branch 1.7.
COC(=O)c1ccc(CSCC(=O)Nc2cc(OC)cc(OC)c2)o1 was read as RAD54 branch -16.8.
COc1ccccc1CNC(=O)CCc1nc2ccccc2c(=O)[nH]1 was read as RAD54 branch -6.9.
`COc1ccc(C2C(C(C)=O)=C(C)N=c3s/c(=C\c4cc(C)n(C)c4C)c(=O)n32)c(OC)c1` (configuration not stated) gave RAD54 branch -112.6.
O=C(O)c1cc2c(ccc3ccccc32)[nH]1 was read as RAD54 branch -2.4.
For Cc1ccc(C)c(NC(=O)c2ccccc2O)c1 the results were RAD54 branch 3.0.
For COc1cc(C=O)ccc1OCCOCCOc1ccc(Cl)cc1 the results were RAD54 branch 1.4.
CC(C)(C)C(=O)/C=C(N)/C=C/c1ccccc1 was read as RAD54 branch 0.3.
For O=C(Nc1cc(N2CCOCC2)ncn1)Nc1cccc2ccccc12 the results were RAD54 branch 0.1.
COC(=O)c1cc(NC(=O)c2c(Cl)nc3sccn23)cc(C(=O)OC)c1 was read as RAD54 branch -3.9.
O=C(NCC1(c2ccccc2)CCCC1)c1cccc(Br)c1 was read as RAD54 branch -5.9.
Screening O=C(O)c1ccccc1-c1ccc(/C=c2\sc3nc4cc(Br)cnc4n3c2=O)o1 returned RAD54 branch -7.2.
For N=c1sccn1CC(=O)Nc1ccccc1-c1ccccc1 the results were RAD54 branch -6.4.
For O=[N+]([O-])c1ccc(NC(=S)N/C(=N/CS(=O)(=O)c2ccccc2)c2ccccc2)cc1 the results were RAD54 branch -12.2.
COc1ccccc1OCCn1c(CO)nc2ccccc21 was read as RAD54 branch 3.4.
`COc1cccc(/C=C2/Oc3ccccc3N(CC(=O)NCC3CCCO3)C2=O)c1` (configuration not stated) gave RAD54 branch 0.8.
`CC(C)(C)NC(=O)c1ccc2nccnc2c1` gave RAD54 branch -0.2.
For COc1ccc(OC)c(NC(=O)c2sc3ncnc(N4CCN(c5ccccn5)CC4)c3c2C)c1 the results were RAD54 branch -3.6.
Screening O=C(NC(=S)Nc1ccc(S(=O)(=O)N2CCCCC2)cc1)c1ccc(Cl)cc1 returned RAD54 branch -0.1.
COc1ccccc1CN1C(=O)CNC1=S was read as RAD54 branch -7.3.
CCOc1ccc2nc(NC(=O)CSc3nc4ccccc4c(=O)n3Cc3ccco3)sc2c1 was read as RAD54 branch 2.1.
Screening FC(F)(F)c1cccc(Nc2ncnc3ccccc23)c1 returned RAD54 branch -6.5.
CCC1(CC)NC(=O)N(CC(=O)OCn2nnc3ccccc3c2=O)C1=O was read as RAD54 branch -5.0.
`CCCCC(=O)Nc1nnc(/C=C/c2ccc(OC)cc2)s1` gave RAD54 branch -5.1.
`Cc1ccc(C(=O)N/N=C\c2ccc(Br)o2)o1` gave RAD54 branch -3.5.
`S=C(N/N=C/c1ccccc1Cl)Nc1ccccc1` gave RAD54 branch -6.2.
Screening O=C1Nc2ccc(Br)cc2C1(O)Cc1ccncc1 (configuration not stated) returned RAD54 branch -5.2.
OC(COCC1COc2ccccc2O1)CN1CCN(c2ccccc2F)CC1 (configuration not stated) was read as RAD54 branch 1.1.
COC(=O)C1(S(=O)(=O)c2cccc3nsnc23)CC1 was read as RAD54 branch -5.4.
`CNC(=S)N/N=C1\C(=O)c2cccc3cccc1c23` gave RAD54 branch -0.1.
CC(C)(C)c1ccc(OCc2nc(-c3ccccn3)no2)c(Br)c1 was read as RAD54 branch -0.8.
For COC(=O)C(NC(=O)c1ccccc1)(Nc1nccs1)C(F)(F)F (configuration not stated) the results were RAD54 branch -1.2.
`CCOC(=O)C(Sc1nn(C)c(=S)s1)C(C)=O` (configuration not stated) gave RAD54 branch 5.5.
For CCOC(=O)Cc1c(C)nc2cc(-c3ccc(C)cc3)[nH]n2c1=O the results were RAD54 branch 7.1.
`COc1cccc(C2C=C(c3ccc(Br)s3)Nc3ncnn32)c1OC` (configuration not stated) gave RAD54 branch -54.1.
Cc1ccc(C(=O)NC(=S)NCC2CCCO2)cc1 (configuration not stated) was read as RAD54 branch -8.1.
For O=C1CC(N2CCC(c3nc4ccccc4s3)CC2)C(=O)N1 (configuration not stated) the results were RAD54 branch 6.4.
`O=C(O)c1n[nH]c2ccccc12` gave RAD54 branch 7.6.
For COc1ccc(/C=C(/C#N)C(=O)Nc2ccc(C)cc2C)cc1C(=O)O the results were RAD54 branch -3.9.
For O=C(NC(=S)Nc1ccc(S(=O)(=O)N2CCCCC2)cc1)c1ccccc1 the results were RAD54 branch 1.2.
S=c1[nH]nc(CCc2ccccc2)n1Cc1ccccc1 was read as RAD54 branch 0.1.
Screening CC(C)(C)Nc1nc(Oc2ccc(=O)n(-c3ccccc3)n2)nc(N2CCOCC2)n1 returned RAD54 branch -0.7.
Screening C/C(Nc1ccc(Cl)cc1)=C(/C#N)C(N)=O returned RAD54 branch -0.9.
O=c1oc2c3c4c(cc2s1)CCCN4CCC3 was read as RAD54 branch -4.7.
Screening Cc1cc(C)n2nc(C(=O)Nc3nnc(C4CC4)s3)nc2n1 returned RAD54 branch -2.9.
For O=C(CCCn1c(=O)c2ccccc2n(Cc2ccccc2)c1=O)NCc1ccco1 the results were RAD54 branch -10.4.
`CSc1cccc(NC(=O)C2CCN(S(=O)(=O)c3ccc(F)cc3)CC2)c1` gave RAD54 branch 2.2.
CCOC(=O)N1CCN(C(=O)Cn2ccc3ccccc3c2=O)CC1 was read as RAD54 branch -6.0.
Screening COc1ccc(Br)cc1CNc1ccc(O)cc1 returned RAD54 branch -7.5.
For NC(=O)C1CCN(Cc2nc(-c3ccccc3)no2)CC1 the results were RAD54 branch -3.0.
S=c1nn[nH]n1C12CC3CC(CC(C3)C1)C2 was read as RAD54 branch 5.3.
For CCCc1cc(N2CCCC2)n2nc(C)c(-c3ccccc3)c2n1 the results were RAD54 branch -3.1.
`Clc1ccccc1CSc1nnc(-c2ccccn2)n1Cc1ccco1` gave RAD54 branch -9.3.
For C=CCn1c(SCC(=O)Nc2ccc3c(c2)OCO3)nnc1-c1ccccc1 the results were RAD54 branch -2.2.
For NC(=S)N/N=C\c1ccc(-c2cccc(Cl)c2Cl)o1 the results were RAD54 branch -1.1.
O=C(Cn1nnc(-c2cccs2)n1)N1c2ccccc2Sc2ccc(C(F)(F)F)cc21 was read as RAD54 branch 11.5.
Cc1cccc(NC(=O)CC2NC3CCCCC3NC2=O)c1 (configuration not stated) was read as RAD54 branch 1.0.
Screening CN1CCN(S(=O)(=O)c2ccc(NC(=O)c3ccc(Br)o3)cc2)CC1 returned RAD54 branch 6.1.
COC(=O)c1ccc(Oc2nc(NC(C)C)nc(N(C)C)n2)cc1 was read as RAD54 branch 2.5.
Cc1c(C(=O)NCc2ccc3c(c2)OCO3)oc2ccc(S(=O)(=O)N3CCCCCC3)cc12 was read as RAD54 branch 0.4.
CC1(C)CC(NS(=O)(=O)c2ccc(S(=O)(=O)N3CCOCC3)cc2)CCO1 (configuration not stated) was read as RAD54 branch -4.3.
For CCC1(COC(NC(=O)c2cccnc2)(C(F)(F)F)C(F)(F)F)COC1 the results were RAD54 branch -1.5.
Screening c1ccc(OCc2nn3c(-c4cccnc4)nnc3s2)cc1 returned RAD54 branch 2.2.
For CC(C)COc1ccccc1C(=O)NC(CO)C(=O)O (configuration not stated) the results were RAD54 branch 1.2.

Overlap with the part before: four compounds, followed by the next part.
CC1(C)CC(NS(=O)(=O)c2ccc(S(=O)(=O)N3CCOCC3)cc2)CCO1 (configuration not stated) was read as RAD54 branch -4.3.
For CCC1(COC(NC(=O)c2cccnc2)(C(F)(F)F)C(F)(F)F)COC1 the results were RAD54 branch -1.5.
Screening c1ccc(OCc2nn3c(-c4cccnc4)nnc3s2)cc1 returned RAD54 branch 2.2.
For CC(C)COc1ccccc1C(=O)NC(CO)C(=O)O (configuration not stated) the results were RAD54 branch 1.2.
COC(=O)CSc1ncc(OC)c(OC)n1 was read as RAD54 branch 0.8.
`CCC(C)c1ccc(Nc2ncccc2C#N)cc1` (configuration not stated) gave RAD54 branch 2.5.
Cc1cccc(C)c1NC(=O)CSc1nnnn1-c1ccc(C(=O)O)cc1 was read as RAD54 branch -3.5.
Cc1cc(C)c(S(=O)(=O)NCCC2CCCN2C)c(C)c1 (configuration not stated) was read as RAD54 branch -5.2.
`CSc1nc2ccc(NC(=O)C3CC(=O)N(Cc4ccccc4)C3)cc2s1` (configuration not stated) gave RAD54 branch 12.0.
Screening CCCOC(=O)/C(C(N)=NCc1ccccc1)=C(\O)OCCC returned RAD54 branch 3.8.
CCn1c(=O)cc(OCC(=O)NC(C)c2ccc3c(c2)OCCO3)c2ccccc21 (configuration not stated) was read as RAD54 branch 0.8.
CC12CCC(C(N)=O)(c3nc4ccccc4nc31)C2(C)C (configuration not stated) was read as RAD54 branch -3.0.
`O=C(O)CCCNS(=O)(=O)c1cccc2nsnc12` gave RAD54 branch -3.8.
O=C(COc1ccc(Cl)cc1)NCc1nnc(SCC(=O)c2ccccc2)o1 was read as RAD54 branch -3.7.
For O=C(NCc1cccs1)Nc1ccc2c(c1)OCO2 the results were RAD54 branch 12.7.
For CCOC(=O)CC(=O)CSc1nc2c(sc(=S)n2-c2ccccc2)c(=O)[nH]1 the results were RAD54 branch 6.0.
C=CCNc1sc(C(=O)c2ccccc2)c(N)c1-c1nc2ccccc2s1 was read as RAD54 branch 0.5.
Screening O=C(Nc1cccc2ccccc12)/C(Cl)=C/c1ccccc1 returned RAD54 branch 0.2.
For O=C(CSc1ccc(Cl)cc1)N1CCC(c2nc3ccccc3s2)CC1 the results were RAD54 branch 4.5.

Part of the list above in order of SMILES length, largest number first:
CCn1c(=O)cc(OCC(=O)NC(C)c2ccc3c(c2)OCCO3)c2ccccc21 (configuration not stated) was read as RAD54 branch 0.8.
`CSc1nc2ccc(NC(=O)C3CC(=O)N(Cc4ccccc4)C3)cc2s1` (configuration not stated) gave RAD54 branch 12.0.
For O=C(CSc1ccc(Cl)cc1)N1CCC(c2nc3ccccc3s2)CC1 the results were RAD54 branch 4.5.
CC12CCC(C(N)=O)(c3nc4ccccc4nc31)C2(C)C (configuration not stated) was read as RAD54 branch -3.0.
`O=C(O)CCCNS(=O)(=O)c1cccc2nsnc12` gave RAD54 branch -3.8.
For O=C(NCc1cccs1)Nc1ccc2c(c1)OCO2 the results were RAD54 branch 12.7.

From PubChem
